Screens deposited in PubChem by Sanford-Burnham Center for Chemical Genomics.
ER stress surv = protection against thapsigargin ER stress killing – CSM14.1 cells, ATP luminescence, primary screen | CSM14.1 thapsigargin ER stress survival | relative survival (cellular ATP), % at 15 µg/mL (by protocol) | hit rate 0.33% among 48,000 | AID 1010, 2008;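 active = survival measured by cellular ATP above 50% at 15 µg/ml in the first screen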;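 note: cell death triggered by about 15 µM thapsigargin; ATP read 24 h after thapsigargin was added; plate controls were thapsigargin with DMSO for no effect and DMSO without thapsigargin for full effect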
* = called active by the depositor. This is a subset; rates above refer to the full screens.

SMILES	ER stress surv
CC1=C(C(=O)Nc2ccc(Br)cc2)C(c2ccccc2)NC(=O)N1C (stereo not drawn)	23
Cc1ccc(-c2nc3cc(Cl)ccc3o2)cc1NC(=O)c1ccc2c(c1)OCCO2	10
COc1ccc(C(=O)N2CCN(Cc3cccc(OC)c3OC)CC2)cc1	0
CCOC(=O)Cc1nn(CC)c(=O)c2ccccc12	13
CCN1CCC2(CC1)CC1CC3C=CC1(CN2C(C)=O)O3 (stereo not drawn)	0
O=C(N/N=C/c1cc(Br)cc(Br)c1O)C(Oc1ccccc1)Oc1ccccc1	2
COC(=O)c1cc(C(=O)N2CCN(Cc3ccccc3)CC2)cc([N+](=O)[O-])c1	3
O=C1CC(Nc2ccc(F)cc2)C(=O)N1c1ccccc1Cl (stereo not drawn)	1
O=[N+]([O-])c1ccc(N2CCCCC2)cc1NCCCO	-3
CC(C)OC(=O)C(C)Nc1n[nH]c(=S)[nH]c1=O (stereo not drawn)	12
COc1c(Cl)cc(C(=O)Nc2ccc(-c3nc4ccccc4o3)c(O)c2)cc1Cl	-2
CCCN(CCC)c1ccc(/C=N/NC(=O)c2cccc([N+](=O)[O-])c2)cc1	0
Cc1ccnc(NS(=O)(=O)c2ccc(NC(=O)c3cc(-c4ccccc4)nc4ccccc34)cc2)n1	0
O=[N+]([O-])c1cccc(CN2CCN(Cc3cc(Br)ccc3O)CC2)c1	6
O=[N+]([O-])c1cccc(/C=N/Nc2ccc3nnnn3n2)c1	3
Cc1cccc(N2CCC(N=CN3CCCCC3)=N2)c1	-2
COc1ccc(C(=O)c2cnc[nH]2)cc1	8
C/C(=N/NC(=O)c1ccc(CO)nc1)c1ccc(Br)cc1	-4
COc1ccc(Br)cc1/C=C/C(=O)Nc1ccc2ccccc2c1	5
COc1cc(C=O)cc(Br)c1OCc1c(C)no[n+]1[O-]	-2
CCOC(=O)c1ccc(NC(=O)c2ccccc2Cl)cc1	-3
COc1ccc2oc(=O)c(C(=O)NC3CCCCC3)cc2c1	9
CCCOc1cccc(C(=O)Nc2cccc(C(=O)Nc3nccs3)c2)c1	4
CC(C)Cn1cc(F)c(=O)n(CC(C)C)c1=O	10
COc1ccc(CC(=O)Nc2ccc3c(c2)OCO3)cc1OC	3

Reprinted from the part before: 14 entries, then new ones.
SMILES	ER stress surv
CCCN(CCC)c1ccc(/C=N/NC(=O)c2cccc([N+](=O)[O-])c2)cc1	0
Cc1ccnc(NS(=O)(=O)c2ccc(NC(=O)c3cc(-c4ccccc4)nc4ccccc34)cc2)n1	0
O=[N+]([O-])c1cccc(CN2CCN(Cc3cc(Br)ccc3O)CC2)c1	6
O=[N+]([O-])c1cccc(/C=N/Nc2ccc3nnnn3n2)c1	3
Cc1cccc(N2CCC(N=CN3CCCCC3)=N2)c1	-2
COc1ccc(C(=O)c2cnc[nH]2)cc1	8
C/C(=N/NC(=O)c1ccc(CO)nc1)c1ccc(Br)cc1	-4
COc1ccc(Br)cc1/C=C/C(=O)Nc1ccc2ccccc2c1	5
COc1cc(C=O)cc(Br)c1OCc1c(C)no[n+]1[O-]	-2
CCOC(=O)c1ccc(NC(=O)c2ccccc2Cl)cc1	-3
COc1ccc2oc(=O)c(C(=O)NC3CCCCC3)cc2c1	9
CCCOc1cccc(C(=O)Nc2cccc(C(=O)Nc3nccs3)c2)c1	4
CC(C)Cn1cc(F)c(=O)n(CC(C)C)c1=O	10
COc1ccc(CC(=O)Nc2ccc3c(c2)OCO3)cc1OC	3
CC(C)C1=CC(=NS(=O)(=O)c2ccc(Cl)cc2)C=C(C(C)C)C1=O	7
Cc1ccc(C(=O)N2CCN(c3ccccn3)CC2)cc1[N+](=O)[O-]	-4
Cc1ccc(N2C(=O)NC(=O)/C(=C/c3ccc(OCC(=O)O)cc3)C2=O)cc1	8
NC(=O)CNC1CC(=O)N(c2ccc(Br)cc2)C1=O (stereo not drawn)	8
Cc1cccc(NC(=O)/C=C/c2ccc3c(c2)OCO3)n1	-7
CCOc1ccc(NC(=O)c2ccccc2C(F)(F)F)cc1	6
CCn1c2ccccc2c2cc(C3C(C(=O)OCC4CCCO4)=C(C)NC4=C3C(=O)CCC4)ccc21 (stereo not drawn)	96*
CC(C)OC(=O)COc1ccc2c3c(c(=O)oc2c1)CCCC3	9
CCOC(=O)c1c(NC(=O)c2cccc(OC)c2)sc(C(=O)Nc2ccccc2OC)c1C	3
C#CC(C)(C)NC(=O)CN(c1ccc(C)cc1)S(=O)(=O)c1ccc(F)cc1	9
CCN1C(=O)N(C)C2C1N(C)C(=O)N2CC (stereo not drawn)	4
COc1cccc(OCCNC(=O)C(c2ccccc2)c2ccccc2)c1	4
Brc1cccc(CN2CCN(C3CCCC3)CC2)c1	2
COc1cc(NC(=O)c2cc3n(n2)C(C(F)(F)F)CC(c2ccc(Br)cc2)N3)cc(OC)c1OC (stereo not drawn)	1
COc1cccc2c1NC(c1ccc(Cl)cc1)C1CC=CC21 (stereo not drawn)	4
CCC1=NN(C(=O)Cc2ccc([N+](=O)[O-])cc2)C(O)(C(F)(F)F)C1 (stereo not drawn)	14
CCOC(=O)C1=C(C)NC2=C(C(=O)c3ccccc32)C1c1ccc(OC)cc1 (stereo not drawn)	0
COCCN1C(=O)C(=O)/C(=C(/O)c2ccccc2)C1c1cccc([N+](=O)[O-])c1 (stereo not drawn)	6
Cc1ccc(-c2[nH]n3c(=O)c(Cl)c(C)nc3c2C)cc1	-1
CCCOC(=O)C1=C(C)N(CC)C(=O)NC1c1ccccc1[N+](=O)[O-] (stereo not drawn)	9
COc1c(OC(C)=O)ccc(/C=N/NC(=O)COc2ccc(Cl)cc2Br)c1[N+](=O)[O-]	6
O=C1c2ccccc2C(=O)c2c(O)c(Oc3ccccc3)cc(O)c21	-1
C#CCSc1nnc2nc(C)cc(C)n12	15
CCCCc1c(C)nc2ccc(OC)cc2c1SCC(=O)O	-1
O=C(Nc1nc2c(s1)C(=O)CCC2)c1ccccc1	-1
SMILES	ER stress surv
O=C(Nc1ccccc1F)c1ccccc1C(F)(F)F	11
CCOc1cccc(C(=O)Nc2cccnc2)c1	-5
CS(=O)(=O)N(CC(=O)N1CCOCC1)c1ccc(Cl)cc1	1
COc1cccc2cc(C(=O)Nc3sc4c(c3C#N)CCCC4)c(=O)oc12	5
Cc1ccc(OCC(=O)O/N=C(\N)c2ccc(Cl)cc2)c(Br)c1	5
O=C(Nc1ccc(Br)cc1)c1nn2c(c1Cl)NC(c1ccccc1)CC2C(F)(F)F (stereo not drawn)	7
CCn1c2ccccc2c2cc(NC(=O)Cc3ccc(Cl)cc3)ccc21	-5
CCOc1ccc(NC(=O)C(=O)N/N=C/c2cccs2)cc1	-5
COc1ccc(-c2nc3cc(NC(=O)c4ccc5c(c4)OCCO5)ccc3o2)cc1Br	-1
Cc1cc(OCC(=O)Nc2cc(-c3nc4ccccc4o3)ccc2C)ccc1Cl	-1
CCOc1ccc(NC(=O)CN(c2cccc(OC)c2)S(=O)(=O)c2ccccc2)cc1	5
CCc1ccc(N2CC(C(=O)NC)CC2=O)cc1 (stereo not drawn)	9
CC(C)CCNC(=O)/C=C/c1ccc([N+](=O)[O-])cc1	0
COc1cc(C(=O)N/C(=C/c2ccc(Br)cc2)C(=O)NC(C)C(=O)O)cc(OC)c1OC (stereo not drawn)	14
O=C(/C=C/c1ccco1)Nc1ccccc1[N+](=O)[O-]	-1
COC(=O)C1=C(C(=O)OC)SC2(S1)C(C(=O)OC)=C(C(=O)OC)SC1=C2c2cccc(OC)c2NC1(C)C	-7
COc1ccc2oc(-c3ccccc3)c(C(=O)Nc3nccs3)c2c1	-1
O=C(CSc1nc2ccc([N+](=O)[O-])cc2s1)NC(c1ccccc1)c1ccccc1	7
COc1cccc(C2NC(=O)NC(C)=C2C(=O)OCCOc2ccccc2)c1OC (stereo not drawn)	7
CCOC(=O)c1c(C)oc2cc(Br)c(OCc3ccc([N+](=O)[O-])cc3)cc12	2
COc1cc(/C=N/NC(=O)c2cccnc2)cc2c1OCO2	1
C/C(=N\NC(=O)c1cc(C(C)(C)C)[nH]n1)c1ccc(Br)cc1	8
Cc1cccc(N2C(=O)NC(=O)/C(=C/c3ccc(Cl)c(Cl)c3)C2=O)c1	9
C1=CC2CC1CC2CN1CCN(Cc2cccnc2)CC1 (stereo not drawn)	2
CCOC(=O)c1sc(NC(=O)CN2CCCCC2)c(C(=O)OCC)c1C	0
SMILES	ER stress surv
C/C(=N\N1CCN(Cc2ccc(Cl)cc2)CC1)c1ccccc1O	0
COCCCNC(=O)c1ccc(Cl)c([N+](=O)[O-])c1	1
CCOc1ccccc1NC(=O)c1c(NC(=O)C(C)(C)C)sc2c1CCCC2	2
Cc1ccc(S(=O)(=O)N2CCCCC2)cc1[N+](=O)[O-]	-5
O=C(N/C(=C/c1cccc(Br)c1)c1nc2ccccc2[nH]1)c1ccccc1	-9
O=C(NC1CCCCC1)C1CC2c3ccccc3C1c1ccccc12 (stereo not drawn)	-4
O=C1ON=C(c2ccccc2)/C1=C\c1cccc(O)c1	2
CN(N)c1nc(N2CCCCC2)nc(N2CCCCC2)n1	18
COc1cccc(-c2nc(-c3cccnc3)no2)c1	-6
CCc1ccc(-c2nc(-c3cccnc3)no2)cc1	-5
O=C(O)CCSc1nc2ccccc2n1Cc1ccccc1	7
N/C(=N\c1nc2ccccc2o1)NC(=O)c1ccc(F)cc1	1
CC1(C)CC(=O)c2nc(NC(=O)CSC(=O)c3ccccc3)sc2C1	5
CCOc1cc(OCC)cc(C(=O)Nc2ccc(-c3nc4ncccc4o3)cc2)c1	-1
CCOc1cccc(=[O+]CC)c2c(C)oc(C)c12	5
CC1S/C(=N/N=C/c2ccccc2Cl)NC1=O (stereo not drawn)	-17
CCN(CC)c1nc(C)cc(COC)c1C#N	3
COc1cc(NC(=O)COc2ccc(C(C)(C)C)cc2)c(C(=O)O)cc1OC	-3
Brc1ccc(-c2nc(-c3ccccc3)nc(-c3ccccc3)n2)cc1	5
Cc1ccccc1NC(=O)C(=O)NCCc1ccccc1	8
O=C(NC1(Cc2ccc(O)cc2)CCCCC1)c1ccccc1	2
CN(C)c1ccc(NC(=O)c2cc(Cl)ccc2Cl)cc1	4
O=C(CSc1ccc(C(=O)O)cc1)Nc1ccccc1	9
COCCOC(=O)c1c(C)oc2ccc(OCc3ccccc3Cl)cc12	0
O=C(N=Nc1c(O)n(CN2CCOCC2)c2ccccc12)c1ccncc1	-4
SMILES	ER stress surv
Cn1c(=O)c2c(ncn2CC(=O)Nc2nc3ccccc3s2)n(C)c1=O	1
COc1ccc(Cl)cc1NC(=O)c1ccc(C(=O)Nc2cc(Cl)ccc2OC)cc1	9
CC1(C)CC(NC(=O)c2cccc(Br)c2)CC(C)(C)N1	3
CN1CCN(C(=O)c2ccccc2NC(=O)c2cccs2)CC1	10
COc1cc(/C=C2\SC(=N)N(c3ccc4c(c3)OCO4)C2=O)ccc1OCC(=O)O	-4
O=C(Nc1ncccc1Cl)C1CCCO1 (stereo not drawn)	-16
CCCOc1cccc(-c2nnc(NC(=O)Nc3cccc(Cl)c3)s2)c1	3
Cc1nn(-c2ccccc2)c(C)c1Sc1ccc(Cl)cc1	6
CCOc1ccccc1N(CC(=O)Nc1ccccc1)S(=O)(=O)c1ccccc1	6
COc1cc2c(cc1OC)C(c1ccc(C)o1)SC(c1ccc(C)o1)=N2 (stereo not drawn)	0
C#CCN1C(=O)C(=O)c2cc(Br)ccc21	4
Cc1c(Cl)c([N+](=O)[O-])nn1CC(=O)Nc1ccc(S(N)(=O)=O)cc1	5
C/C(=N\NC(=O)c1cc(C2CC2)[nH]n1)c1ccc2ccccc2c1	-2
O=C(Nc1ccccc1C(=O)Nc1ccccc1Cl)c1ccco1	1
O=C(/C=C/c1cccc(NC(=O)c2ccc([N+](=O)[O-])cc2)c1)c1ccccc1	0
Cc1ccc(C(=O)N/C(=C/c2cccs2)c2nc3ccccc3[nH]2)cc1	62*
CCOC(=O)c1c(NC(=O)c2ccc(F)cc2)sc(C(=O)Nc2cc(C(F)(F)F)ccc2Cl)c1C	0
Cc1ccccc1-c1n[nH]c(=S)n1C	-1
O=C(C[n+]1ccc(NC(=O)c2ccccc2)cc1)c1ccccc1	10
NC(CC(=O)OC1CCCCC1)C(=O)OC1CCCCC1 (stereo not drawn)	-8
CC1=CCC(/C=N\Nc2nnc3c(n2)[nH]c2ccccc23)CC1 (stereo not drawn)	5
CN1C(=O)/C(=N/OC(=O)c2ccc(Cl)cc2)c2ccccc21	1
O=C(O)/C=C\C(=O)Nc1ccc(C(=O)c2ccccc2)cc1	1
N#Cc1cnc(N)c(C#N)c1Nc1ccccc1	8
C=C(C)CSc1nnc2n(-c3ccc(OC)cc3)c(=O)c3c4c(sc3n12)CCCC4	10
SMILES	ER stress surv
CCc1c(C)nc2ccc(C)cc2c1SCC(=O)O	2
CCCOP(=O)(OCCC)C(Nc1ccc(Cl)cc1)c1ccc(Br)cc1 (stereo not drawn)	-2
O=C(Nc1ccccc1)Nc1cccc(Cl)c1Cl	-5
COC(=O)c1ccccc1-c1ccc(/C=C2/SC(=S)NC2=O)o1	11
COc1ccccc1CC(=O)Nc1cccc(F)c1	4
Cc1ccc(/C=N/n2nnnc2N)cc1	1
CC1CCN(CCOCCOc2cc(Cl)ccc2Cl)CC1	-4
CC(Oc1ccccc1)C(=O)Nc1cc(Cl)c(Cl)cc1Cl (stereo not drawn)	4
O=C1OCC(Cn2c3ccccc3c3ccccc32)O1 (stereo not drawn)	5
Cc1cc(C)c(S(=O)(=O)Nc2ccc(C(C)C)cc2)c(C)c1	1
CCOC(=O)CCc1c(C)nc2cc(-c3ccc(Br)cc3)[nH]n2c1=O	16
CCn1c2c(c3cc(OCC(C)C)ccc31)CCCC2=O	0
CCOC(=O)c1c2c(n(Cc3ccccc3)c1C)C(=O)C(=O)c1ccc(Br)cc1-2	-11
CCOC(=O)C1CCN(S(=O)(=O)c2ccc(NC(C)=O)cc2)CC1	3
CN(C)CCNC(=O)c1ccc(I)cc1	-9
O=C1/C(=C\c2ccccc2)SC(=S)N1c1cccc(C(F)(F)F)c1	5
Cc1ccc(S(=O)(=O)N2CCOCC2)cc1C	6
